Source: PubChem BioAssay (several laboratories)
cardiac RTF act: cardiac RTF calcium sensitivity activators, primary screen, biochemical, IANBD-TnC fluorescence, EC20 calcium | IANBD-labeled TnC RTF fluorescence at EC20 calcium; 0% EC20 calcium, 100% full calcium | activation, % at 7.2 µM | 340,000 tested, 0.24% active | AID 493008, 2010;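 active means activation above the mean over all tested compounds plus 3 SD, cut at about 30% in these data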;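 further: rise in fluorescence read as greater calcium sensitivity of cardiac thin filaments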
Wnt act: Wnt/beta-catenin pathway activators, primary screen, cell-based, plate reader, single point; Wnt/beta-catenin reporter cell assay, activator; activation, % at 9.35 µM; 300,000 tested, 1.2% active; in the data active means activation above about 30%, passing the limit was not always enough; inconclusive means no clear call, values can overlap the other calls;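 further: 0% = neutral control wells and 100% = positive control wells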
CAL PDZ FP-1: CAL PDZ peptide-binding inhibitors, primary screen, biochemical, fluorescence polarization, Cer-tagged CAL PDZ, HTS; Golgi-associated PDZ and coiled-coil motif-containing protein (Homo sapiens), Q9HD26; purified CAL PDZ, TMR-peptide fluorescence polarization, 1 h; inhibition, % at 20 µM; 330,000 tested, 0.02% active; AID 504414, 2011;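 active means highest replicate inhibition of at least 40%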;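 further: plate controls were DMSO neutral control wells for no effect and unlabeled competitor peptide control wells for full effect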
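Material: tagged CAL PDZ protein CerCALP, purified; buffer or medium: sodium phosphate/NaCl buffer pH 7.4 with TCEP, IgG, Thesit; also added: fluorescent TMR peptide probe; schedule: 1 h incubation at room temperature before polarization reading; technique: fluorescence polarization from S- and P-plane intensities, G-factor corrected; control set: unlabelled peptide and DMSO controls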
Tat export inh: E. coli Tat export inhibitors, primary screen, MC4100, TorA-mCherry reporter, fluorescence, single point; inhibition, % at 10 µM; 340,000 tested, 0.036% active;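 active means mean replicate inhibition at least 50% and at least half of replicates individually reaching 50%; inconclusive means only one of the two criteria met; inactive means neither criterion met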;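 further: exported cargo escapes ClpAP degradation while cytoplasmic cargo is degraded and loses fluorescence; 0% = median of neutral control wells and 100% = median of NaSCN control wells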
V-ATPase pH: regulators of yeast V-ATPase proton pumping, primary screen, pHLuorin cytosolic pH fluorescence; S. cerevisiae; 350,000 tested, 0.37% active; response, % at 10 µM; in the data active means response mostly above about 7.3%, no sharp cut-off; inactive means mostly below about 5.4%; further: actives read high; inactives centre near 0; some compounds called inactive have numbers as strong as hits
CDK5 inh: inhibitors of human CDK5/p35 kinase, primary screen, biochemical, single concentration | Recombinant CDK5/p35, ADP-Glo luminescence, 60 min | AID 488839, 2010 | 330,000 tested, 0.01% active | inhibition, % at 10 µM;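 active means highest replicate inhibition of at least 50% and at least 75% of replicates reaching 50%; inconclusive means only one of the two criteria met; inactive means both criteria failed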;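 further: plate controls were DMSO neutral control for no effect and GW8510 at 10 µM for full effect; many of its hits are not listed in these tables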
Target sequence (Q00535 whole entry, looked up): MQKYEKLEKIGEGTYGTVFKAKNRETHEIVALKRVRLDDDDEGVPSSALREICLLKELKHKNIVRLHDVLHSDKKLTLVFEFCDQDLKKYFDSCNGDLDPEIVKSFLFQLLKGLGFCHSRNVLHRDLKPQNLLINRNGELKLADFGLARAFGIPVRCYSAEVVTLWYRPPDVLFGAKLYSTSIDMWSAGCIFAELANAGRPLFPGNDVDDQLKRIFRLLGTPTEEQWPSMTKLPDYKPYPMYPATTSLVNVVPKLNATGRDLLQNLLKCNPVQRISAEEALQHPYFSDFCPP
Target sequence (Q15078 whole entry, looked up): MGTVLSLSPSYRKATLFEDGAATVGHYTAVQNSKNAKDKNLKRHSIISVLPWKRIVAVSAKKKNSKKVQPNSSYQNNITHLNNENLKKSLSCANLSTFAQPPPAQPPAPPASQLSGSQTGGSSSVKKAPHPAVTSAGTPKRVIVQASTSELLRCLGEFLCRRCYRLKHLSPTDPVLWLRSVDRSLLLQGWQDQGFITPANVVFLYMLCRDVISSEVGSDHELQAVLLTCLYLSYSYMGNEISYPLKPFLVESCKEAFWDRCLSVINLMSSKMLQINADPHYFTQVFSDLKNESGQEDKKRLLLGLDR
MITF act: activators of MITF-driven TRPM1 promoter reporter, primary screen, cell-based, SK-MEL-5, luciferase, single point; 300,000 tested, 0.75% active; SK-MEL-5 TRPM1-promoter luciferase, 24 h; % of positive control, neutral wells = 0; activation, % at 12.5 µM;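 active means mean activation of at least 80% with every replicate also reaching 80%; inconclusive means mean reaches 80% but some replicate falls short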;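 further: 0% = neutral control wells and 100% = parthenolide positive control wells; values of inactives mirror those of a sister screen read the other way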
Rtt109 Vps75: inhibitors of C. albicans Rtt109/Vps75 HAT, primary screen, biochemical, ThioGlo CoA-SH fluorescence, plate reader; 330,000 tested, 0.16% active; Histone acetyltransferase RTT109 (Candida albicans (strain SC5314 / ATCC MYA-2876)), …; AID 540336, 2011; inhibition, % at 34.9 µM; purified Rtt109/Vps75, 4 h;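 active means inhibition of at least 50% in every replicate; inconclusive means best replicate reaches 50% inhibition but some replicates fall short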
Target sequence (Q5AAJ8 whole entry, looked up): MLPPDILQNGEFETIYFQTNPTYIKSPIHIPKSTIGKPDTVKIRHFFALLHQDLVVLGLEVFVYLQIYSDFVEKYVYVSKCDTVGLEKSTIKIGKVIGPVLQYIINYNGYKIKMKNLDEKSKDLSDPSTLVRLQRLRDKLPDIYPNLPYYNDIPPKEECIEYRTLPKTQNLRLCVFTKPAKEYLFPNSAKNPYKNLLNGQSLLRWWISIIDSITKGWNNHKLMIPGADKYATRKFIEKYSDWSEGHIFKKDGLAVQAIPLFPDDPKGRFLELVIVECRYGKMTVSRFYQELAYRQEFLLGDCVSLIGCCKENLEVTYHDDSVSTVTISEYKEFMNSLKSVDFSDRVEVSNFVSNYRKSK
dFosB act: activators of delta FosB homodimer, primary screen, biochemical, fluorescence polarization, TAMRA-CDK5 oligo, single point. 340,000 tested, 0.99% active. purified delta FosB; percent of positive-control signal above neutral wells. activation, % at 25 µM;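 active means mean activation above about 17%, with every replicate also reaching it, limit read from the data, passing the limit was not always enough; inconclusive means only one of the two conditions met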;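 further: fluorescence polarization rise as delta FosB binds a TAMRA Cdk5 AP-1 oligo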
CAL PDZ FP-2: untagged CAL PDZ binding inhibitors, primary screen, biochemical, fluorescence polarization, HTS; purified CAL PDZ, TMR-peptide fluorescence polarization, 1 h; Golgi-associated PDZ and coiled-coil motif-containing protein (Homo sapiens), Q9HD26; 300,000 tested, 0.92% active; inhibition, % at 24.9 µM; AID 602252, 2012;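 active means mean inhibition of at least 30% with at least half of replicates also reaching 30%; inconclusive means no clear call, values can overlap the other calls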;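 further: 0% = DMSO neutral control and 100% = excess unlabeled competitor peptide PRC23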
Starred values were filed as active, the others as inactive; u = inconclusive; x = not tested or not shown.

SMILES	cardiac RTF act	Wnt act	CAL PDZ FP-1	Tat export inh	V-ATPase pH	CDK5 inh	MITF act	Rtt109 Vps75	dFosB act	CAL PDZ FP-2
COc1cccc2oc(-c3ccco3)cc(=O)c12	3	17	-1.2	-48	4	2.7	76	-7	-17	1
Cc1ccc(-c2[nH]nc3c2C(c2cccnc2)C(C#N)=C(N)O3)cc1 (stereo unspecified)	-4	2	-3.8	0	3	-0.2	-12	9	-13	x
CCCCC(C(=O)OCC(=O)c1ccc(OC)cc1)N1C(=O)c2ccccc2C1=O (stereo unspecified)	-1	-2	-4.0	4	-1	-2.4	5	-1	-10	-2
N#CC1(NC(=O)COC(=O)Cc2n[nH]c(=O)c3ccccc23)CCCCC1	1	-2	-3.0	-3	0	0.7	-16	-2	4	1
COc1ccc(/C=N/N2CCN(Cc3ccccc3)CC2)cc1	-4	-2	0.9	17	1	-8.0	x	4	-4	-5
CCOc1ccc(NS(=O)(=O)c2ccc(C(=O)N(C)CC(=O)Nc3cccc(OC)c3)cc2)cc1	-1	-10	-0.4	4	-3	-1.4	-14	21	-2	x
O=c1c(Sc2ccccc2)c(C(F)(F)F)[nH]n1-c1ccccc1	0	-4	-0.4	-7	0	-0.6	x	-3	5	0
O=C(CSc1nccn1-c1cccc(Cl)c1)Nc1ccc2c(c1)OCCO2	-4	-1	-2.4	2	-1	-1.9	x	-2	-1	x
CCc1ccc2[nH]c(=O)c(CN(CCO)C(=O)NCc3ccccc3)cc2c1	13	x	-1.6	23	4	-4.4	2	-20	2	-2
Cc1[nH]c2ccccc2c1C(=O)COc1ccccc1F	-3	15	-0.4	-1	2	1.1	39	-1	-3	1
CC1CCCN(CC(=O)Nc2ccc(S(=O)(=O)NC3CCCCC3)cc2)C1 (stereo unspecified)	4	-1	1.1	-4	-6	-0.6	-13	15	-11	-2
O=C(CSc1ccccn1)Nc1nonc1[N+](=O)[O-]	1	-2	-1.5	-26	-8	-0.7	-86	5	2	-4
N#C/C(=C(/O)CN1CCN(c2ccccc2F)CC1)c1nc(-c2ccc(Cl)cc2)cs1	2	-2	-0.2	u	-6	0.5	-9	4	-15	-6
O=C(NN1C(=O)c2ccccc2NC1c1ccc([N+](=O)[O-])o1)c1ccccc1 (stereo unspecified)	1	3	-0.8	1	-3	-0.6	-35	2	-1	x
CCOC(=O)[C@H]1[C@H]2COc3cc(OC)ccc3[C@@H]2N2C(=O)N(c3ccc(Br)cc3)C(=O)[C@@]12C	7	x	-0.3	3	-7	-0.7	-7	-11	8	-2
O=C(c1cc(Cl)nc2ccccc12)N(Cc1nnc(-c2ccccc2Cl)o1)C1CC1	0	4	-3.1	4	2	0.4	-11	1	-9	-3
O=C(C1=C[C@H](c2ccccc2)C[C@H](OCCCCO)O1)N1CCN(Cc2ccccc2)CC1	1	-1	-1.6	-27	1	-0.4	-8	-1	-8	1
O=C(Nc1cc(Cl)cc(Cl)c1)N1CCCN(Cc2ccccc2)CC1	-30	-4	-0.8	4	4	0.3	3	7	-3	37*
Cc1cccc(C)c1-n1c(=O)n(Cc2ccccc2)c(=O)c2[nH]cnc21	1	-1	-0.2	0	3	-0.2	-5	-5	0	10
Cc1cccnc1Nc1nc(-c2ccccn2)cs1	-5	x	-0.1	-3	3	1.3	-38	2	-5	1
Cc1ccc(NC(=O)c2ccc(Cl)c(S(=O)(=O)N3CCCCC3)c2)nc1	-5	0	-1.6	6	3	-0.6	5	-7	-14	-5
Cc1ccncc1C(N)=O	-1	-1	-1.1	-3	10	-0.5	-5	-6	-11	-5
Cc1ccc(C(=O)CC(C(=O)O)n2cncn2)cc1 (stereo unspecified)	3	0	0.1	3	6	-0.3	-5	0	-1	x
Cc1cc(=O)oc2cc(NC(=O)Cc3ccccc3)ccc12	-7	14	-1.9	-9	7	0.1	51	-5	-8	6
Cc1ccc(C2c3c(oc4ccccc4c3=O)C(=O)N2CCCN2CCOCC2)o1 (stereo unspecified)	3	3	-0.2	-3	6	1.0	x	-4	-6	-3
CCN(CC)S(=O)(=O)c1ccc(C(=O)Nc2nnc(COC)o2)cc1	-2	-3	-0.3	-5	1	-0.1	8	7	-1	0
CC/C(O)=N\S(=O)(=O)c1ccc(N=NN(C)C)cc1	13	x	-0.8	-4	5	-3.9	3	-7	-4	x
O/N=C/c1ccccc1Oc1ccccc1	0	-1	-1.7	-13	-5	-0.7	-2	-2	-2	-1
COc1cccc(NC(=O)c2oc3ccccc3c2NC(C)=O)c1	6	14	-0.9	1	6	-0.3	68	0	2	x
O=C1c2ccccc2NC(c2ccc(O)c(O)c2)N1c1ccccc1Cl (stereo unspecified)	1	6	-0.4	7	0	-2.1	x	-3	4	5
COc1ccccc1OCCNC(=O)C1CC(=O)N(c2cccc(SC)c2)C1 (stereo unspecified)	9	-4	-2.7	3	7	1.1	7	1	-10	25
O=C(CCCc1c[nH]c2ccccc12)N1CCN(c2ccc(N3CCOCC3)nn2)CC1	-3	-3	-2.3	-4	-1	2.6	x	-5	-5	x
O=C(NC(=S)Nc1ccccc1Br)C1CCC1	-6	12	-1.3	7	0	0.6	29	10	-1	-5
Cc1ccc(NC(=O)C/C(N)=N/OC(=O)Nc2ccc(C)c(Cl)c2)cc1	-12	14	-1.5	-7	0	-1.1	46	30	-1	x
O=C(Cc1ccccc1[N+](=O)[O-])c1ccc2c(c1)OCO2	3	20	-0.6	-3	-2	0.0	14	3	6	-2
COc1ccc(C)c2sc(=NC(=O)c3ccccc3)n(C)c12	-6	u	-1.2	-10	-1	1.9	x	1	3	-1
CN(C)c1nc2c(c(=O)[nH]c(=O)n2C)n1Cc1ccccc1Br	-7	-1	-0.1	5	2	-0.9	x	-2	-8	0
COc1ccc(CCNC(=S)NC(=O)c2ccccc2)cc1OC	-2	x	0.3	-2	-4	-0.1	-19	6	-2	-4
CC(=O)C1=C(O)C(=O)N(c2cccc(Br)c2)C1c1ccc(Br)cc1 (stereo unspecified)	4	-1	-2.6	4	-1	-3.0	10	7	2	-6
Cc1ccc(C(c2sc3ncnn3c2O)N2CC(C)CC(C)C2)cc1 (stereo unspecified)	4	1	-0.7	10	1	-0.9	x	4	-7	x
C/C(=N\N=C1/NC(=O)C(C)S1)c1ccc([N+](=O)[O-])cc1 (stereo unspecified)	4	x	-1.1	7	-1	-1.7	10	-5	6	1
COc1ccc(CCC(=O)Nc2cccc(Cl)c2)cc1	-3	x	-0.5	-3	3	x	22	-4	-9	0
Cc1cc(Cl)c2oc(C(=O)N(C)Cc3ccon3)c(C)c2c1	0	22	-2.5	7	-6	1.5	46	-8	-7	-10
Cc1cc(C)nc(Nc2ccc(C(=O)O)cc2)n1	-4	x	-3.2	2	0	-1.7	52	-11	-7	-5
CC(C)(C)c1ccc(-c2nnc3sc(-c4ccccn4)nn23)cc1	5	-8	-1.1	3	-2	-0.2	x	7	-25	x
O=C(c1ccc2c3c(cccc13)CC2)C1CCCN(C(=O)c2cc[n+]([O-])cc2)C1 (stereo unspecified)	-1	6	-0.7	4	0	0.2	-8	2	-7	2
Cc1nc2ccc(NC(=O)COc3ccccc3)cc2s1	2	10	0.7	17	2	-1.1	45	-13	-2	10
O=C(c1cccc(S(=O)(=O)N2CCOCC2)c1)N1CCCCCC1	11	x	-2.8	-4	-2	-0.2	3	-7	-3	x

Full records, looked up by structure. Values in the order: cardiac RTF act	Wnt act	CAL PDZ FP-1	Tat export inh	V-ATPase pH	CDK5 inh	MITF act	Rtt109 Vps75	dFosB act	CAL PDZ FP-2
Cc1cc(C)nc(Nc2ccc(C(=O)O)cc2)n1 as listed: -4	x	-3.2	2	0	-1.7	52	-11	-7	-5
Cc1cc(Cl)c2oc(C(=O)N(C)Cc3ccon3)c(C)c2c1 as listed: 0	22	-2.5	7	-6	1.5	46	-8	-7	-10

Carrying on:
SMILES	cardiac RTF act	Wnt act	CAL PDZ FP-1	Tat export inh	V-ATPase pH	CDK5 inh	MITF act	Rtt109 Vps75	dFosB act	CAL PDZ FP-2
S=C(Nc1ccccc1)N1CCOCCOCCN(C(=S)Nc2ccccc2)CCOCCOCC1	14	-3	-0.3	-17	-2	-0.3	-1	3	-6	-2
Cc1ccc(NC(=O)C(c2ccccc2)N2CCN(C(=O)c3ccco3)CC2)cc1Cl (stereo unspecified)	-2	1	-0.8	9	0	-1.5	16	-1	-15	x
CC(=O)c1sc(-c2ccc(Cl)cc2)cc1N	-9	10	0.4	-4	3	-0.3	29	-2	-6	-4
C[C@@H](C(=O)NCCc1ccccc1F)N1C(=O)N2CCc3c([nH]c4ccccc34)[C@@]2(C)C1=O	6	-1	-1.3	9	3	-1.3	16	-1	-12	3
CC(C)Cn1c(-c2ccccc2)nc(=S)c2c1CCCC2	4	-5	-1.3	3	-1	-0.4	-3	-2	-11	-1
CC1CCCC(NC(=O)CN2C(=O)NC(C)(c3cc(F)ccc3F)C2=O)C1C (stereo unspecified)	4	-4	0.0	2	3	0.4	7	9	-2	x
Cc1ccc(C(=O)N2CCCCC2C(=O)O)o1 (stereo unspecified)	-4	-1	-3.8	3	1	-0.5	-3	1	-1	2
CCOC(=O)Cc1csc(SCC(=O)NC2CCCC(C)C2C)n1 (stereo unspecified)	7	-3	-0.3	19	0	-0.3	4	-7	-1	-1
CC(=O)c1cc(F)ccc1OCC(=O)N1CCCc2ccccc21	0	3	-2.5	-2	0	0.0	2	-7	-8	2
CSc1ccc(C(=O)C2CCCN(S(=O)(=O)N(C)C)C2)cc1 (stereo unspecified)	0	0	-4.0	7	3	-0.2	13	5	-2	-4
O=C(OCC(=O)c1ccc(Cl)s1)c1cncc(Br)c1	3	2	0.2	-1	2	-1.0	8	-1	-11	-12
CC(C)CC(NC(=O)c1cccs1)c1nnc(SCc2ccc(Cl)c(Cl)c2)n1C (stereo unspecified)	4	0	-0.9	13	-1	-1.3	4	3	-6	1
COc1ccccc1N1CCN(C2CC(=O)N(c3ccccc3)C2=O)CC1 (stereo unspecified)	0	0	-1.1	-3	-1	-4.2	x	2	-1	1
O=C(OCc1c(Cl)cccc1Cl)c1ccccn1	2	x	-1.3	3	-2	0.5	14	-8	2	-2
O=C(Cc1ccccc1[N+](=O)[O-])Nc1ccccc1C(=O)N1CCOCC1	-2	-2	0.4	-10	1	-2.4	-2	-4	3	-1
Cc1ccc(NC(=O)NNC(=O)COc2ccc(Cl)cc2)cc1	3	1	0.6	u	2	-0.7	0	11	-3	-3
O=S(=O)(c1cccs1)n1cnc2ccccc21	-3	x	-0.6	-6	-1	-0.4	3	10	2	-2
